Screening data as filed in PubChem BioAssay.
Giardia FBPA inh – qHTS Assay for Inhibitors of Fructose-1,6-bisphosphate Aldolase from Giardia Lamblia | purified Giardia FBPA | A8B2U2 | 0.71% of 290,000 active | AID 2451, 2010 | Potency, µM (titrated, usually from 59.6 µM), without a hit: top-dose activity, negative = inhibition, most hits filed as inhibitors; also: potency is read from the fitted curve at half-maximal effect; nearly all actives have a fitted effect of over 55% in size
Target sequence (A8B2U2 whole entry, looked up): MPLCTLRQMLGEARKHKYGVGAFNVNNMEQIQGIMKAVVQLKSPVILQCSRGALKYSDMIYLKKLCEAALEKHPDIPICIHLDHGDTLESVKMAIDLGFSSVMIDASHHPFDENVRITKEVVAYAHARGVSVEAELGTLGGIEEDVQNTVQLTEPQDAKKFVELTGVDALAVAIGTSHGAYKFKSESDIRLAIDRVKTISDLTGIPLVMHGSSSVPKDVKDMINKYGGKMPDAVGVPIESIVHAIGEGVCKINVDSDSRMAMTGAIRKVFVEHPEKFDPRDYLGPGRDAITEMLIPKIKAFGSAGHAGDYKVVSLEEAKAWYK
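Giardia FBPA (40 nM reagent) was preincubated 10 min at RT with compound (up to 57.5 uM final), then substrate plus GAPDH/TPI/NAD/arsenate coupling system with diaphorase/resazurin was added; resorufin fluorescence (525/598 nm) was read after 20 min.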
Sm TGR block – qHTS Assay for the Inhibitors of Schistosoma Mansoni Peroxiredoxins | purified TGR, DTNB reduction, TNB absorbance 405 nm | Potency, µM (series often up to 114 µM), for the others: at the top dose activity change, negative = inhibition, usual class: inhibitors | 3% of 360,000 active; also: potency is read from the fitted curve at half-maximal effect; nearly all actives have a fitted effect of over 60% in size
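Kinetic colorimetric format: TGR-catalysed, NADPH-driven DTNB reduction monitored via TNB absorbance. Enzyme dispensed at 20 nM; compound exposure 15 min at room temperature before reaction start.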
HCMV inh – qHTS Assay for inhibitors of the human cytomegalovirus (HCMV) | activity change, negative = inhibition, % at 57.5 µM | HFF cells, HCMV-luciferase reporter, 72 h; active compounds read low | AID 1259415, 2018 | 4.5% of 410,000 active; in the data active = activity change below about -60%; inconclusive = no clear call, values can overlap the other calls; inactive = above about -39%
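Human foreskin fibroblasts infected with luciferase-reporter HCMV at MOI 1 PFU/cell, compounds at two doses. Luciferase measured 72 h post infection; normalized to buffer-only basal and Salinomycin (10uM) controls.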
AmpC detergent – qHTS Inhibitors of AmpC Beta-Lactamase (assay with detergent); AmpC hydrolysis of nitrocefin, absorbance 480 nm, 0.01% Triton; Potency, µM (highest dose often 114 µM), inactives show top-dose activity change, negative = inhibition, actives largely listed as inhibitors; 0.041% of 370,000 active; AID 485294, 2010;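 also: potency is read from the fitted curve at half-maximal effect; 0% = no-compound wells and -100% = no-enzyme wells; nearly all actives have a fitted effect of over 25% in size; some results filed as inactive show a strong effect at the top dose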
Target sequence (P00811 whole entry, looked up): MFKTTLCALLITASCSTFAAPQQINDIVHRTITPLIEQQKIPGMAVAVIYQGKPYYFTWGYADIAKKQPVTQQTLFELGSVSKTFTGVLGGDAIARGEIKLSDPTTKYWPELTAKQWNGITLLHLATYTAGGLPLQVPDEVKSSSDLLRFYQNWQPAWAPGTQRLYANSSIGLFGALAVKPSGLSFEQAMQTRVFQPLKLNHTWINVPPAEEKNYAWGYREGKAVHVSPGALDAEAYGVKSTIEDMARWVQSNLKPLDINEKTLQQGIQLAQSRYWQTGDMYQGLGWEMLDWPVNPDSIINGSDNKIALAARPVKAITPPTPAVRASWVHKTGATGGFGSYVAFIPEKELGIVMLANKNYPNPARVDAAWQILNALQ
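20 mM phosphate pH 7.0 + 0.01% (detergent screen) or 0.0001% Triton X-100; 5.3 nM AmpC reagent; cpd preinc 15 min RT; nitrocefin (800 uM stock) to start; A480 q20 s × 4 min; Activity was normalised to no-enzyme and no-compound control wells.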
AmpC no deterg – qHTS Inhibitors of AmpC Beta-Lactamase (assay without detergent) | AmpC nitrocefin hydrolysis, absorbance 480 nm, 0.0001% Triton | 0.52% of 330,000 active | Potency, µM (highest dose often 57.1 µM), inactives show at the top dose activity change, negative = inhibition, usual class: inhibitors;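 also: potency is read from the fitted curve at half-maximal effect; plate controls were no compound for no effect and no enzyme for full effect; nearly all actives have a fitted effect of over 20% in size; some results filed as inactive show a strong effect at the top dose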
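20 mM phosphate pH 7.0 + 0.01% (detergent screen) or 0.0001% Triton X-100; 5.3 nM AmpC reagent; cpd preinc 15 min RT; nitrocefin (800 uM stock) to start; A480 q20 s × 4 min; Activity was normalised to no-enzyme and no-compound control wells.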
AMA1 RON2 block – qHTS for Inhibitors of AMA1-RON; Towards Development of Antimalarial Drug Lead: Primary Screen. Plasmodium falciparum AMA1 (3D7) - RON2 peptide interaction. AlphaScreen AMA1-biotinylated RON2 peptide binding. Potency, µM (titrated, usually from 58.2 µM), without a hit: top-dose activity change, negative = inhibition, hits mostly inhibitors. 0.2% of 360,000 active. AID 720542, 2013;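 also: potency is read from the fitted curve at half-maximal effect; 0% = vehicle wells and -100% = peptide control; nearly all actives have a fitted effect of over 45% in size; some results filed as inactive show a strong effect at the top dose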
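AMA1 (3D7) with his tag at 25 nM final met compounds first, then biotinylated RON2 peptide at 25 nM; detection used donor plus acceptor beads, 10 µg/mL apiece, read by AlphaScreen after 30 min at room temperature.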
Numbers without * were called inactive; ? = inconclusive; . = no result given; & = joins results of further samples; [ ] = dose if it differs, or a comment. Unless noted, calls follow the shape of the dose curve; as a rule, active = well fitted curve in the direction sought with a large enough effect; inconclusive = small, poorly fitted or top-dose-only effect, or another doubt; inactive = no such curve, though single readings can be large; an effect the other way counts as inactive or inconclusive. Unless noted, % is scaled to controls: 0 for no effect and ±100 for the full control effect.

SMILES | Giardia FBPA inh | Sm TGR block | HCMV inh | AmpC detergent | AmpC no deterg | AMA1 RON2 block
O=C(COC(=O)CCCOc1ccccc1)NC1CCS(=O)(=O)C1 (centres undefined) | . | -10% | -13 | ? | -6% | 5%
C=CCn1c(O)c2ccc(C(=O)N=NC(=O)COc3ccc(OC)cc3)cc2c1O | -9% | 1% | ? | -2% | -22% | 63%[activator]
CCOC(=O)c1c(NC(=O)CCCC(=O)O)sc2c1CCC2 | ? | 5%[57.1 µM] | ? | 0% | -8% | 11%
O=C(/C=C/c1ccc(O)cc1)OCc1occc(=O)c1O[C@@H]1OC(CO)[C@@H](O)[C@H](O)[C@@H]1O (some centres undefined) | 4% | -17% | 7 | -13% | -19% | -2%
O=C(O)c1nonc1-c1nonc1C(=O)O | 6% | 6% | 40 | -11% | -14% | 1%
O=C(CN1CCN(S(=O)(=O)c2ccccc2F)CC1)Nc1ccccc1C(=O)c1ccccc1 | -2% | 12% | ? | -8% | -13% | 0%
COc1ccccc1CCC(=O)Oc1ccccc1C#N | . | 0% | 2 | -3% | 19% | 8%
C/C(=N\NC(=O)CN1CCN(S(=O)(=O)c2ccc(C)cc2)CC1)c1ccncc1 | 0% | -1% | -21 | -6% | 15% | 16%
O=C(O)CCC(NC(=O)c1ccc(Cl)cc1)C(=O)O (centres undefined) | 2% | . | 18 | 1% | -13% | 9%
Cc1ccc(NCc2cccn2-c2nnc(N3CCC(C(=O)NCc4ccccc4C)CC3)s2)cc1 | . | -7% | ? | -10% | . | .
CCNC(=S)/N=C(/Nc1ccccc1)Nc1nc(C)cc(C)n1 | -4% | 2% | 30 | -5% | 3% | 29%
Nc1cc(=O)[nH]c(SCCNS(=O)(=O)c2ccccc2)n1 | 2% | 0% | 61 | -12% | -35% | 3%
O=C(c1ccc(Cl)s1)N1CCN(c2nc3ccccc3s2)CC1 | 1% | 0% | -28 | -6% | -8% | 0%
COc1ccc(CCNS(=O)(=O)c2cccc(F)c2)cc1OC | 2% | 0% | 0 | -12% | -20% | 20%
O=C(NC(=O)C(F)(F)F)Nc1ccc(S(=O)(=O)Nc2nccs2)cc1 | -18% | 3% | -11 | -11% | -6% | 8%
COc1ccccc1/C=C/CN1CCCC(CCC(=O)NCc2ccccc2F)C1 (centres undefined) | 2% | -10% | 2 | 7% | 57% | -8%
CC(C)(C)NC(=O)CSc1nnc(-c2ccccc2)c(-c2ccccc2)n1 | -10% | 8% | . | -16% | 0% | -7%
COc1ccccc1CCNC(=O)CCNS(=O)(=O)c1ccc(NC(C)=O)cc1 | . | -11% | 0 | -2% | -4% | 11%
COc1ccccc1/C=C(/NC(=O)c1ccc(Cl)cc1Cl)C(=O)O | 10% | . | -16 | -7% | -3% | 9%
O=C(c1ccc2ccccc2c1)N1CCN(S(=O)(=O)/C=C/c2ccccc2)CC1 | 2% | -8% | 2 | 2% | -1% | -10%
COC(=O)C1=C(COc2ccc(F)cc2)NC(=O)NC1c1ccc(C)cc1C (centres undefined) | 1% | -6% | -19 | -2% | -43% | 8%
COc1ccc(OC)c(NC(=O)C2CCCN2C(=O)NC2CCCCC2)c1 (centres undefined) | 10% | 5% | -30 | -3% | 3% | 2%
COc1ccc(C(=O)Nc2ccnn2C2CCN(Cc3ccncc3)CC2)cc1 | -7% | -36% | -9 | ? | -3% | 12%
C=C(C)CSc1ncc(-c2cccc(C(F)(F)F)c2)cn1 | -10% | 2% | 8 | -12% | -12% | 58%[activator]
COc1ccc(CCNC(=O)CSc2nc(-c3ccco3)cc(C(F)(F)F)n2)cc1 | 2% | -34% | ? | ? | 4% | 5%
CCn1cnnc1SCC(=O)NCC1COc2ccccc2O1 (centres undefined) | . | -3% | -14 | -9% | 8% | 1%
CCOc1ccc(N2CC(C(=O)NCCCc3ccccc3)CC2=O)cc1 (centres undefined) | . | -5% | -12 | -5% | 33% | 3%
CC1CCCN(C(=O)CSc2c3c(nc4cc(Cl)ccc24)CCCC3)C1 (centres undefined) | . | -7% | -39 | -13% | . | .
CCOC(=O)c1sc(/S(C)=N\S(=O)(=O)c2cccc(Cl)c2)c2c1CCC=C2 (centres undefined) | ? | 2.8µM* | -2 | -3% | 17% | 2%
COC(=O)Cc1cc(OC)c(OC)cc1Cc1cc(OC)c(OC)cc1CC(=O)OC | -4% | 5% | 2 | -7% | 31% | -5%
CCCn1nc(C(=O)Nc2nnc(CC)s2)c2ccccc2c1=O | -8% | . | -23 | 5% | 1% | 42%[activator]
Oc1cccc(Nc2ccccc2)c1 | . | 0% | -31 | 3% | -32% | 0%
Cc1ccc(-c2noc(C3CCCN(C(=O)c4ccc(C(C)(C)C)cc4)C3)n2)o1 (centres undefined) | . | 3% | -26 | -6% | 71%[activator] | -10%
O=C(Cn1cnc2sc3c(c2c1=O)CCCC3)NCC(=O)Nc1ccccc1F | . | 2% | 0 | -4% | -43% | -14%
Cc1ccc(C)c(NS(=O)(=O)c2cc(C(=O)Nc3ccccc3-c3ccccc3)ccc2C)c1 | 1% | -7% | -34 | 1% | -22% | -2%
CCOC(=O)CC(=O)COc1nc2cc3c(nc2o1)CCCC3 | 10% | -5% | 28 | -14% | -30% | 61%[activator]
Cc1cc(C)n2nc(SCc3ccccc3F)nc2n1 | 6% | -7% | 4 | 1% | 2% | 0%
CC[C@]1(O)CC2CN(CCc3c([nH]c4ccccc34)[C@@](C(=O)OC)(c3cc4c(cc3OC)N(C=O)[C@H]3[C@@](O)(C(=O)OC)[C@H](OC(C)=O)[C@]5(CC)C=CCN6CC[C@]43[C@@H]65)C2)C1 (some centres undefined) | -4% | -17% | -100* | -8% | 205%[activator] | -14%
Cc1ccc(NC(=O)CSc2nc3ccccc3c(=O)n2CCCC(=O)N2CCCC2)cc1 | 3% | 6% | -29 | -15% | -4% | 15%
O=P(Nc1cccnc1)(Oc1ccccc1)Oc1ccccc1 | 6% | -1% | -9 | -13% | -8% | 3%
COc1ccc(NC(=O)CSCc2cc(=O)n3cc(C)sc3n2)cc1 | . | -7% | -13 | -7% | -3% | 11%
CCc1cccc(C)c1Nc1nn2c(=O)c3ccccc3nc2s1 | . | 6% | 19 | 2% | . | .
O=C(CSc1nnc(-c2ccccc2)o1)c1ccc2c(c1)OCCO2 | 4% | 18% | -14 | -19% | -17% | 0%
COc1cc(OC)c(C(=O)NCC(c2cccs2)N(C)C)cc1OC (centres undefined) | 5% | -3% | . | -6% | -12%[11.4 µM] | .
Cc1cccc(CC(=O)NCCn2c(C)cc3ccccc32)c1 | -4% | -12% | -39 | 3% | 18% | -4%
CCOc1ccc(NC(=O)Cn2cnc3nc4c(cc3c2=O)CCCC4)cc1 | . | -1% | 9 | 15% | . | .
C/C(CC(=O)Nc1ccc(Cl)c(Cl)c1)=N\NC(=O)C(=O)N1CCCCC1 | 4% | 0% | 5 | -2% | 46% | 41%[activator]
CCCCn1c(C)csc1=Nc1cccnc1 | 7% | -23% | -63* | 1% | -23% | -9%
O=C(COc1cccc(C(F)(F)F)c1)Nc1nnc(C2CC2)s1 | . | . | -6 | . | -27% | 3%
Cc1ccc(-c2cc(C(=O)O)c3cc(Br)ccc3n2)s1 | -12%&-15% | ? | -28&-28 | -1%&-9% | -22%&-15% | -1%&-7%
CCC(=O)Nc1ccc(S(=O)(=O)Nc2nccs2)cc1 | -19% | -13% | -16 | 2% | -10% | 2%
Cc1ccc(-c2cc(C(F)(F)F)n3nc(C(=O)Nc4ccc(Cl)cc4Cl)cc3n2)cc1 | . | -13% | 4 | -4% | . | .
O=c1[nH]c(C2CCCN(S(=O)(=O)c3ccccc3)C2)nc2c1nnn2Cc1cccc(Cl)c1 (centres undefined) | 2% | 4% | -11 | -13% | -17% | 1%
COC(=O)c1ccc(S(=O)(=O)N2CCCCCC2)cc1 | 1% | 0% | 27 | ? | -6% | 8%
C=CCn1c(C)nnc1SCC(=O)Nc1ccc2c(c1)OCCO2 | . | . | -22 | . | -13% | -2%
O=C(NNC(=O)C12CC3CC(CC(Cl)(C3)C1)C2)c1ccncc1 | . | 3% | ? | ? | -9% | -6%
CCOC(=O)C1CCN(C(=O)COc2ccc(Br)cc2Br)CC1 | 4% | . | -32 | 1% | 111%[activator] | -5%
CCOC(=O)CNC1CC(=O)N(c2cccc(Cl)c2)C1=O (centres undefined) | -4% | ? | 43 | 1% | -14% | 34%[activator]
CC1(C)Cc2c(sc(NC(=O)C(=O)NCCCN3CCOCC3)c2C#N)CO1 | . | 0% | -26 | -4% | -29% | 29%
COc1cc(NS(=O)(=O)c2ccc(N)cc2)ncn1 | 5% | -2% | . | -5% | -20% | .

Laid out differently: results already given.
Each structure is followed by: Giardia FBPA inh	Sm TGR block	HCMV inh	AmpC detergent	AmpC no deterg	AMA1 RON2 block
- Cc1ccc(-c2cc(C(=O)O)c3cc(Br)ccc3n2)s1
    -12%&-15%	?	-28&-28	-1%&-9%	-22%&-15%	-1%&-7%
- CCC(=O)Nc1ccc(S(=O)(=O)Nc2nccs2)cc1
    -19%	-13%	-16	2%	-10%	2%

(further entries)
SMILES | Giardia FBPA inh | Sm TGR block | HCMV inh | AmpC detergent | AmpC no deterg | AMA1 RON2 block
O=C(NC1CCCCCCC1)c1ccco1 | 1% | -2% | 44 | 2% | -20% | -5%
COc1ccc(-c2noc(CSc3nc4ccccc4[nH]3)n2)cc1OC | . | 0% | -60* | -1% | . | .
CC(=O)Nc1ccc(NC(=O)c2cc(-c3ccc4c(c3)OCCO4)on2)cc1 | . | -9% | 84 | 1% | . | .
CN(C)Cc1c(C(=O)N/N=C/c2ccc(OCc3ccc(F)cc3)cc2)nnn1-c1nonc1N | -2% | -3% | 21 | -6% | 0% | -5%
NC(=O)C(Cc1ccccc1)N1C(=O)c2ccccc2C1=O (centres undefined) | 0% | 3% | -24 | ? | -14% | -2%
Cn1c(SCc2ccc(C#N)cc2)nnc1-c1cccc(Cl)c1 | 11% | 0% | ? | ? | -6% | -2%
Cc1ccc(/C=N/NC(=O)c2ccoc2C)o1 | 2% | -10% | 76 | -12% | -11% | 4%
O=C(O)CN1C(=O)/C(=C\c2cccc(OCc3ccc(Cl)cc3)c2)SC1=S | 10% | -5% | 53 | 3% | -19% | -2%

Pulled by compound from the list above (three):
SMILES | Giardia FBPA inh | Sm TGR block | HCMV inh | AmpC detergent | AmpC no deterg | AMA1 RON2 block
NC(=O)C(Cc1ccccc1)N1C(=O)c2ccccc2C1=O (centres undefined) | 0% | 3% | -24 | ? | -14% | -2%
O=C(O)CN1C(=O)/C(=C\c2cccc(OCc3ccc(Cl)cc3)c2)SC1=S | 10% | -5% | 53 | 3% | -19% | -2%
O=C(NC1CCCCCCC1)c1ccco1 | 1% | -2% | 44 | 2% | -20% | -5%
